Screening data as filed in PubChem BioAssay.
hcGAS inh = blocks human cGAS activity; Q8N884; recombinant h-cGAS, ATP depletion, Kinase-Glo luminescence; inhibition, % at 12.5 µM; 290,000 compounds, 0.081% hits; AID 1259398;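 note: 0% = vehicle reaction and 100% = reaction without DNA for no activity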
Target sequence (Q8N884 whole entry, looked up): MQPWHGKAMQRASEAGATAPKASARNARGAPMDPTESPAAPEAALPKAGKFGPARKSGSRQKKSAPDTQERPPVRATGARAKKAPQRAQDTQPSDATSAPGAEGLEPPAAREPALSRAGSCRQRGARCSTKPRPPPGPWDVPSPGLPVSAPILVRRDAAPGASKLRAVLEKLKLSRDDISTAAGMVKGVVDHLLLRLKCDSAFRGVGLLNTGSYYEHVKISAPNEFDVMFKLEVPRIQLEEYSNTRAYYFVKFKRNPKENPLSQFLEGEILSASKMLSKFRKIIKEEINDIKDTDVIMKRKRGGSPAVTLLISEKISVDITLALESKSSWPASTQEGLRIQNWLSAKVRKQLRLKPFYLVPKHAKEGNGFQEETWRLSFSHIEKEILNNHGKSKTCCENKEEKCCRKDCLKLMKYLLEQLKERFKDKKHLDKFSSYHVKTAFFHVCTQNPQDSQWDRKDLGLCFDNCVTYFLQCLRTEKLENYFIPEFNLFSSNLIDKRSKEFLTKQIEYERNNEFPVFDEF
NPYLR7 agonist = activates Aedes aegypti NPYLR7 receptor; HEK293T NPYLR7/Galpha15, GCaMP6s calcium fluorescence; activation, % at 10 µM; 270,000 compounds, 0.15% hits; AID 1259423; in the data active = activation above about 40%;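 note: 0% = vehicle and 100% = reference agonist at the receptor; some compounds past the cut are filed as inactive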
mcGAS inh = mouse cGAS inhibition by luminescence | recombinant cGAS, Kinase-Glo ATP depletion luminescence | 160,000 compounds, 0.15% hits | inhibition, % at 12.5 µM;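 note: 0% = negative control wells and 100% = reference inhibitor with no enzyme activity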
Starred values were filed as active, the others as inactive; . = not tested or not shown. Cut-off read from the data, not from the text of the source, unless noted: active = inhibition above about 40%; inactive = the rest. Not a hit list; any-hit rate near 0.27%.

no. | Molecule | hcGAS inh | NPYLR7 agonist | mcGAS inh
1 | CCCNC(=O)c1nnc2n1CCN(C(=O)C(CC)c1ccccc1)C2 (centres undefined) | -5 | 7 | .
2 | CC(C(=O)N(C)CC(=O)Nc1cc(C(C)(C)C)ccc1O)n1cccn1 (centres undefined) | 4 | -2 | .
3 | CN(Cc1cc(C(C)(C)C)n[nH]1)C(=O)c1cnnn1-c1ccccc1 | -10 | . | -12
4 | CC(C=Cc1ccccc1)=NNc1ccc([N+](=O)[O-])cc1 | -12 | 8 | -7
5 | COc1ccccc1-n1cc(C(=O)N2CCCn3nc(C)cc3C2)cn1 | -5 | 0 | -10
6 | O=C(Nc1ccc(F)cc1)c1cccn(OCc2ccccc2F)c1=O | -5 | 3 | -8
7 | CCN1C(=S)NC(c2ccc(NC(=O)Nc3ccc([N+](=O)[O-])cc3)cc2)C(C(=O)OCC(C)C)=C1C (centres undefined) | -4 | 2 | -6
8 | Cc1ccc(OCCN(C)Cc2ccccc2C(=O)O)c(C)c1 | -8 | -1 | .
9 | CC(C)c1ccc(-c2noc(CSc3nnc(C4CC4)n3C3CC3)n2)cc1 | -8 | -2 | -5
10 | CC(C)(O)C#Cc1ccc(CN2CCCC(CCC(=O)N3CCOCC3)C2)s1 (centres undefined) | -4 | 19 | .
11 | CNc1cccc(-c2ccc(NC(=O)OC)cc2)n1 | -4 | 0 | .
12 | COc1ccc(C(=O)NCc2n[nH]c(=S)n2-c2cccc(C(F)(F)F)c2)cc1OC | 10 | -3 | 4
13 | CCOC(=O)C1CCN(C(=O)CC2CSc3nc4c(c(=O)n32)CCC4)CC1 (centres undefined) | -6 | -3 | .
14 | c1ccc(CCCc2nnnn2CC2CCOC2)cc1 (centres undefined) | -12 | 9 | .
15 | Cc1cc(NC(=O)c2ccc(OC(C)C)cc2)n(-c2nc3c(c(=O)[nH]2)CCC3)n1 | -3 | 5 | -7

3 entries out of the list, arranged by number of heavy atoms, high to low.
no. | Molecule | hcGAS inh | NPYLR7 agonist | mcGAS inh
9 | CC(C)c1ccc(-c2noc(CSc3nnc(C4CC4)n3C3CC3)n2)cc1 | -8 | -2 | -5
2 | CC(C(=O)N(C)CC(=O)Nc1cc(C(C)(C)C)ccc1O)n1cccn1 (centres undefined) | 4 | -2 | .
14 | c1ccc(CCCc2nnnn2CC2CCOC2)cc1 (centres undefined) | -12 | 9 | .

(listing goes on)
no. | Molecule | hcGAS inh | NPYLR7 agonist | mcGAS inh
16 | O=C(CCCn1cncn1)N1CCCC(CO)(Cc2cccc(Cl)c2)C1 (centres undefined) | -4 | 2 | .
17 | Cc1nc(C)c(C(=O)OC(C)C(=O)Nc2ccc(C(N)=O)cc2)s1 (centres undefined) | -15 | 2 | .
18 | Cc1ccc(NC(=O)c2cc(-c3ccc(Cl)cc3)n(-c3ccccc3F)c2C)cc1C | -2 | 5 | -3
19 | CC(C)(C)c1ccc(NC(=O)c2ncncc2Cl)cc1 | -17 | 3 | -16
20 | COc1ccc(S(=O)(=O)NCC2CCCN(C(=O)c3snnc3C)C2)cc1 (centres undefined) | -5 | -1 | -6
21 | NC(=O)CSc1nc2c([nH]c3ccccc32)c(=O)n1-c1ccc(F)cc1 | 3 | 1 | -5
22 | Cc1cc(C(=O)C(C)Sc2nnnn2C2CC2)c(C)n1Cc1ccco1 (centres undefined) | -2 | 4 | -4
23 | O=C1NCC(=O)N2CCN(Cc3cnn(-c4ccc(Cl)cc4)c3)CC12 (centres undefined) | -5 | 7 | .
24 | Cc1ccc(-c2cn[nH]c2C2CCCN(C(=O)C(C)(C)N)C2)cc1 (centres undefined) | -7 | 2 | -15
25 | O=C(c1ccc([N+](=O)[O-])s1)N(CCCN1CCOCC1)c1nc2ccc(F)cc2s1 | -5 | -8 | -6
26 | CC1CC(C)CN(C(=O)NCc2ccnc(-n3cccn3)c2)C1 (centres undefined) | -13 | -4 | .
27 | Cc1ncc(CC(=O)NC2CC(=O)N(CCc3ccc(F)cc3)C2)c(=O)[nH]1 (centres undefined) | -4 | 9 | .
28 | O=C(CCSc1nnc(-c2ccncc2)o1)N1CCC2(CCCNC2)C1 (centres undefined) | -4 | . | -17
29 | Clc1cccc(-c2noc(-c3ccc(NCC4COCCO4)nc3)n2)c1 (centres undefined) | -6 | 12 | .
30 | CNC(=O)CC(C)N(C)Cc1cccc2nonc12 (centres undefined) | -3 | 5 | .
31 | O=c1[nH]c(CN2CCOCC2)nc2c1C1(CCCCC1)Cc1ccccc1-2 | 4 | 8 | .
32 | CC1(C)CC2=NN(c3ccccc3)P(=S)(N3CCc4ccccc4C3)C2=C(N2CCCCC2)C1 (centres undefined) | -4 | 7 | .
33 | COCCCN(Cc1ccccc1C(=O)OC)Cc1cccn1Cc1ccccc1 | -5 | . | -5
34 | CC(C)CCn1c(SCc2ccc(Cl)cc2)nc2c1c(=O)[nH]c(=O)n2C | -1 | -1 | -3
35 | CC(C)N(C(=O)Cn1nc(-c2cccs2)c2sc(N3CCCC3)nc2c1=O)c1ccccc1 | -7 | 1 | -9
36 | Fc1ccc(Cc2nc(CSCCc3ccccc3)cs2)c(Cl)c1 | 4 | 1 | 1
37 | OCCOCCNc1ncnc2c1c(-c1ccccc1)cn2-c1ccccc1 | -7 | -5 | -8
38 | Cc1ccc(NCCCc2ccccc2)c(N)c1 | -4 | -2 | -8
39 | O=C(Cn1nc2c(SC3CCCCC3)nccn2c1=O)Nc1ccccc1Br | -6 | -5 | -4
40 | Cc1cccn2c(=O)cc(CSc3nnc(Cc4cccs4)n3C3CC3)nc12 | -2 | 19 | .
41 | Oc1cc(O)cc(/C=C/c2ccc(O)c(O)c2)c1 | -12 | 4 | -5
42 | Cc1nc2n(CC(=O)c3cccs3)c3ccccc3n2n1 | -4 | 14 | .
43 | CN(C)CCCOc1ccc(-c2nnc3ccc(C#Cc4cccc(F)c4)cn23)cc1 | -6 | 15 | -6
44 | CCC(=O)NCc1ccccc1-c1cnc2ccccc2c1 | -2 | 4 | -17
45 | CCCNC(=O)C1(C)CCN(CCOc2cccc(C(F)(F)F)c2)C1 (centres undefined) | -11 | 2 | .
46 | Cc1cc(N2CCN(CC(=O)NCC(=O)Nc3ccc(F)cc3)CC2)nc(C(C)C)n1 | -4 | 9 | .
47 | CCOC(=O)C1(Cc2ccccc2)CCNCC1 | -5 | 6 | .
48 | Nc1ccc2nc(-c3cc(Cl)c(N)c(Cl)c3)[nH]c2c1 | -9 | -4 | 0
49 | O=S1(=O)N=C(CN(Cc2ccccc2)C(CO)C2CC2)Nc2ccccc21 (centres undefined) | -7 | 3 | .
50 | CC(C)=CCCC1(C)OC(=O)NC1(C)O (centres undefined) | 4 | . | 3
51 | Cc1ccccc1C(C)NC(C)c1nc2scc(-c3ccco3)c2c(=O)[nH]1 (centres undefined) | 6 | 4 | .
52 | CCOc1nc(O)c(CC)c(=O)o1 | -1 | 12 | .
53 | CCOC(=O)c1c(C)c(C(=O)C(C)N(C)S(=O)(=O)c2ccc(C(C)(C)C)cc2)c(C)n1C (centres undefined) | -6 | -9 | -4
54 | Cc1cc(C)c(C)c(S(=O)(=O)N2CCC(c3nc(-c4ccccc4Cl)no3)CC2)c1C | -4 | 26 | -2
55 | CCCc1cnc(C)nc1NCC1CNCCOC1 (centres undefined) | 1 | . | -1
56 | CC1(CC(=O)O)C(=O)N=C2C=CC=CN21 (centres undefined) | 2 | 8 | .
57 | Cc1ccc(-c2nn(CC(=O)NCc3ccc(F)cc3)c(=O)c3nc(C)sc23)cc1 | 12 | 11 | -2
58 | CCCNC(=O)Cn1nc2c(c1NC(=O)c1cccc3ccccc13)CSC2 | 3 | 7 | 1
59 | COC(=O)Cn1c(=O)c2c(nc3n2CCN3c2cc(C)ccc2OC)n(C)c1=O | -3 | . | -1
60 | Cc1cc(C)nc(Nc2n[nH]c(-c3ccccc3Cl)n2)n1 | -2 | 29 | .

Compound profiles, as listed above. Order of values: hcGAS inh | NPYLR7 agonist | mcGAS inh
Cc1cc(N2CCN(CC(=O)NCC(=O)Nc3ccc(F)cc3)CC2)nc(C(C)C)n1 as listed: -4 | 9 | .
Cc1ccccc1C(C)NC(C)c1nc2scc(-c3ccco3)c2c(=O)[nH]1 (centres undefined) as listed: 6 | 4 | .
CCCc1cnc(C)nc1NCC1CNCCOC1 (centres undefined) as listed: 1 | . | -1
Cc1ccc(-c2nn(CC(=O)NCc3ccc(F)cc3)c(=O)c3nc(C)sc23)cc1 as listed: 12 | 11 | -2
CCOc1nc(O)c(CC)c(=O)o1 as listed: -1 | 12 | .

(further entries)
no. | Molecule | hcGAS inh | NPYLR7 agonist | mcGAS inh
61 | CC1CCCN(Cc2nc3c(c(=O)n(C)c(=O)n3C)n2Cc2ccc(F)cc2)C1 (centres undefined) | 0 | -17 | .
62 | CCC(C)N(Cc1ccsc1)C(=O)c1cccnc1NC (centres undefined) | -5 | 3 | .
63 | Cc1ccccc1-n1ccnc1SC(C)C#N (centres undefined) | -19 | -2 | .
64 | Cc1ccccc1SCC(=O)NNC(=O)C(C)Nc1nc2ccccc2s1 (centres undefined) | 5 | -2 | .
65 | CC(=O)N(Cc1cc(NC(=O)c2ccccc2Cl)ccc1N(C)C)CC1CC1 | -5 | 17 | -3
66 | Cc1oc(-c2ccc(Cl)cc2)nc1COC(=O)c1nnn(-c2cccc(F)c2)c1C | -5 | . | -8
67 | Cc1c(C)n2c3c(=O)n(CCN4CCCCC4)c(=O)n(C)c3nc2n1-c1ccccc1 | -9 | 16 | .
68 | CCC(C)OC(=O)C1=C(C)NC(=O)NC1c1cccc(Oc2ccccc2)c1 (centres undefined) | 4 | -5 | 5
69 | O=C(CNC(=O)C1CCCCC1)NCCSCc1ccccc1F | 3 | 1 | .
70 | COc1ccc(-c2cc(=O)n(CC(=O)Nc3ncccc3C)cn2)cc1 | -7 | 7 | .
71 | CC(=O)NC(C)(C)c1noc(-c2cccc3ccc(C)nc23)n1 | -8 | 3 | -15
72 | COc1cccnc1NC(=O)C1C2CC3CC(C2)CC1C3 (centres undefined) | 1 | -1 | .
73 | Cc1ccc(CN2CCN(Cc3ccc(O)c(Cl)c3)CC2=O)cc1 | -5 | -6 | .
74 | COCCN1C(=O)N(Cc2cccnc2)C(=O)C12CCN(Cc1cc3ccccc3s1)CC2 | 1 | -11 | 0
75 | CCOC(=O)c1c(NC(=O)C(OC(C)=O)c2ccccc2)c(-c2ccc3c(c2)OCO3)cn1C (centres undefined) | -4 | 1 | -6
76 | Cc1ccc2[nH]c(CCCNC(=O)[C@@H]3C[C@H](N)CN3C)nc2c1C | 1 | -5 | .
77 | CCc1cc(N2CCN(c3cccc(C(F)(F)F)c3)CC2)nc(SCc2ccc(C(=O)NCCN(C)C)cc2)n1 | -9 | 14 | -4
78 | Cc1c(OC(C)C)cc2c(c1O)C(=O)C21OCCO1 | -2 | -4 | .
79 | CCc1cc(C(=O)NCc2c(C)ncc3c2CCN(C(=O)Cc2cccc(C(F)(F)F)c2)C3)no1 | 2 | 1 | -4
80 | S=C(Nc1ccccc1)Nc1ccc2cn[nH]c2c1 | -2 | 2 | .
81 | Cc1noc(C)c1CCC(=O)NC1CCCc2c1cnn2-c1ccc(F)cc1F (centres undefined) | -6 | -8 | .
82 | CCC(C)C(NC(=O)c1cccc(Br)c1)C(=O)Nc1nnc(-c2ccc(Br)cc2)s1 (centres undefined) | -6 | 0 | -4
83 | O=C(NCCOc1ccccc1F)[C@H]1Cc2ccccc2CN1 | -4 | 0 | 0
84 | COCc1nc(NCc2nnc3n2CCCCC3)c2cnn(C)c2n1 | -9 | 17 | -18
85 | Cc1c(C(=O)NCc2ccc(F)cc2)sc(=O)n1Cc1ccc(OC(F)(F)F)cc1 | 0 | 4 | .
86 | O=C(CS(=O)Cc1ccc(Cl)cc1Cl)N1CCc2sccc2C1 (centres undefined) | -7 | -4 | .
87 | CC(C)n1cc(C(=O)N2CCN(CC(=O)c3ccccc3)CC2)c2nn(-c3ccccc3)c(=O)c-2c1 | -9 | -2 | -8
88 | CN1CCN(C(=O)c2cnn(-c3ccccc3)c2NC(=O)c2ccco2)CC1 | 6 | 2 | .
89 | COCc1ccc(C(=O)Nc2cc(S(C)(=O)=O)ccc2C)cc1 | -3 | 1 | .
90 | Brc1ccc2nc(SCc3nc4ccccc4n3Cc3ccccc3)[nH]c2c1 | -2 | -3 | 0
91 | Cc1nccn1-c1ccc(NC(=O)C2CCCN(Cc3ccn[nH]3)C2)cc1 (centres undefined) | -2 | 8 | .
92 | CC(NC(=O)CCN1CCSC1=O)c1cc2ccccc2o1 (centres undefined) | 4 | -1 | 0
93 | CN(C)C(=O)c1ccccc1OCc1cccs1 | -9 | 5 | .
94 | CCOC(=O)CCc1c(C)nc2ncnn2c1N1CCN(c2cccc(C)c2)C(C)C1 (centres undefined) | -4 | . | -7
95 | O=C(CC1(O)C(=O)N(CCc2ccccc2)c2ccccc21)c1cccc(-n2cccc2)c1 (centres undefined) | 0 | 14 | .
96 | COc1ccc2[nH]c(=O)c(CN3CCN(Cc4ncccc4C)CC3)cc2c1 | -11 | 3 | -10
97 | O=C(C1CCCO1)N1CCCN(Cc2cc3n(n2)CCCNC3)CC1 (centres undefined) | -3 | 4 | .
98 | COc1cccc2sc(N(Cc3cccnc3)C(=O)c3ccc(Cl)s3)nc12 | -5 | -5 | -7
99 | BrC1CCCCCC(Br)C12OCCO2 (centres undefined) | 0 | 0 | .
100 | CC(=NNC(=O)NC1CCCCC1)C1CCCCC1 | -4 | 3 | .
101 | Cc1cc(C)n(-c2ccc(C(=O)N3CCCC(CO)(CCOc4ccccc4)C3)cc2)n1 (centres undefined) | -11 | 13 | -10
102 | CC(C)C1CN(S(=O)(=O)N(C)C)CCC(=O)N1CC1CC1 (centres undefined) | -4 | 2 | .
103 | C[C@H]1C[C@H]2[C@@H]3CCC4=CC(=O)C=C[C@]4(C)[C@@]3(F)[C@@H](O)C[C@]2(C)[C@@]1(O)C(=O)CO | -6 | -5 | .
